Screens: PubChem, several laboratories
Ba/F3 V617F tox = loss of viability in JAK2V617F-driven Ba/F3 cells; 220,000 tested, 1.1% active; AID 1446; Ba/F3 EpoR-JAK2V617F viability, ATP luminescence; inhibition, % at 5.6 µM;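 active = inhibition above the campaign mean plus 3 SD over all tested compounds, cut at about 24% in these data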;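 also: cytokine-independent growth of Ba/F3 cells driven by EpoR plus mutant JAK2; 0% = DMSO-treated cells and 100% = JAK inhibitor I control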
PERK inhibitor = human PERK inhibition, primary cell-based screen | 220,000 tested, 0.17% active | inhibition, % at 5.6 µM | AID 1416 | CHO PERK-DD fusion, SEAP luminescence translation reporter;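 active = inhibition above the mean inhibition of all tested compounds plus 3 SD, set separately per screening campaign, cut at about 2.9% in these data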;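 also: PERK kinase domain activated by AP20187 dimerizer at 100 nM; 0% = DMSO with dimerizer and 100% = rapamycin at 8.4 µM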
EP2 modulator = modulators of human EP2 prostaglandin E2 receptor; P43116; EP2-expressing cells, cAMP HTRF FRET, PGE2 co-stimulation; induction, % at 25 µM; 260,000 tested, 0.83% active;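 active = compounds whose cAMP rise, as percent of the full-agonist control response, exceeds 60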;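 also: rat C6 glioma line stably carrying human EP2 under a CMV promoter; the protocol text gives 20 µM as final concentration; 100% = response of wells given 1 µM PGE2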
S1P4 antag = antagonists of human S1P4 receptor | O95977 | S1P4-expressing cells, antagonist mode, reporter read-out | inhibition, % at 4.98 µM | 220,000 tested, 0.26% active; in the data active = inhibition above about 29%;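 also: 0% = wells stimulated with agonist and 100% = vehicle wells without agonist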
Target sequence (O95977 whole entry, looked up): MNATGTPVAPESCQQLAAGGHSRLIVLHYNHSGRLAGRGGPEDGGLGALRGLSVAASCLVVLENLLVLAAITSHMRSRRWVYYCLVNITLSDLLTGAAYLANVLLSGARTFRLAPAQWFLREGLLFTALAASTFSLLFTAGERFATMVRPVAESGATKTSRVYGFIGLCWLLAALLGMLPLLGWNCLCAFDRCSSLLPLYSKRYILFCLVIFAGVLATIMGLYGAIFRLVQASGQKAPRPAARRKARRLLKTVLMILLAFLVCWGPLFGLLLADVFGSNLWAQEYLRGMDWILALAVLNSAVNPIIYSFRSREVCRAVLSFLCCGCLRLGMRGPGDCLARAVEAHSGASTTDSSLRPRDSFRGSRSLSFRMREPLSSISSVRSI
BaF3 tox = counter-screen for JAK2V617F inhibitors: parental Ba/F3 viability inhibitors | CellTiter-Glo ATP luminescence | inhibition, % at 5.6 µM | AID 1486 | 220,000 tested, 1.1% active;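 active = inhibition above a per-campaign cutoff, the mean inhibition of all tested compounds plus 3 SD, cut at about 27% in these data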;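 also: 0% = DMSO wells and 100% = JAK Inhibitor I control wells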
S1P4 ag = human S1P4 receptor agonism. S1P4-expressing cell line, agonist reporter assay. 220,000 tested, 0.35% active. activation, % at 4.98 µM; in the data active = activation above about 11%;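 also: 0% = DMSO vehicle and 100% = reference agonist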
zfTRPN1 agonist = activates the zebrafish TRPN1 channel; activation, % at 3 µM; HEK293 zebrafish TRPN1-YFP, Fluo-8 calcium fluorescence; 100% = response to 87 µM carbachol; AID 1424; 220,000 tested, 0.18% active;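 active = activation above its plate's cutoff, the mean activation of test wells on that plate plus 3 SD, cut at about 19% in these data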;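 also: 0% = DMSO alone and 100% = 87 µM carbachol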
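Control set: carbachol 87 µM as high control, DMSO as low control; system: HEK293 stable line with zebrafish TRPN1-YFP; read-out: % activation versus carbachol response; detection: intracellular calcium fluorescence with Fluo-8; doses: single test compound dose, 3 µM nominal, 0.3% DMSO; schedule: dye 1 h 37 °C plus 30 min RT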
Calpain2 inh = calpain II (pig) inhibition | purified calpain II, fluorogenic peptide substrate, 30 min | inhibition, % at 16 µM | 220,000 tested, 0.37% active;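 active = inhibition above about 50%, limit read from the data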
TRPML3 agonist = activates the human TRPML3 channel; activation, % at 3 µM; 220,000 tested, 0.29% active; HEK293 TRPML3-YFP, Fluo-8 calcium fluorescence; 100% = the carbachol control signal; AID 1448;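 active = activation above its plate's cutoff, the mean activation of the plate's test wells plus 3 SD, cut at about 12% in these data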;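 also: 0% = DMSO only wells and 100% = carbachol wells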
Target sequence (Q8TDD5 whole entry, looked up): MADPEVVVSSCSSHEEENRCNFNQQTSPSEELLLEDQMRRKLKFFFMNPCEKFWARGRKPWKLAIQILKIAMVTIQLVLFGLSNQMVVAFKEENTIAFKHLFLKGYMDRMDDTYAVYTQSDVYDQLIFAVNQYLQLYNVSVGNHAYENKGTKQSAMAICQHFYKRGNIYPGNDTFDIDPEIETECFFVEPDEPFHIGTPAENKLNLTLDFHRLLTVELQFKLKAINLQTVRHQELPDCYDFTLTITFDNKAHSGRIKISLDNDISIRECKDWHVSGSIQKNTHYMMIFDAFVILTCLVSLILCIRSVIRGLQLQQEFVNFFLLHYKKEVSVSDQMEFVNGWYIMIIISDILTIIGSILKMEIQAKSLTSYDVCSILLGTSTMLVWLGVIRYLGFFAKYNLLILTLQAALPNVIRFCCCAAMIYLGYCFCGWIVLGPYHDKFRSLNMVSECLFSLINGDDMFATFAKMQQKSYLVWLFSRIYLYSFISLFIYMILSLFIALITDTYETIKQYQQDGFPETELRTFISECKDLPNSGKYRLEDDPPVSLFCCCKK
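Test system – HEK293 line with stable expression of human TRPML3-YFP channel · Control set – carbachol 87 µM final as high control (100%), DMSO as low control (0%) · Signal – Fluo-8 calcium dye fluorescence, ex 470-495, em 515-575 nm · Incubation – 1-h 37 °C dye load, 5-s basal, 120-s post-compound reads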
* marks the source's active call; other numbers are inactive results; & = joins results of further samples.

SMILES	Ba/F3 V617F tox	PERK inhibitor	EP2 modulator	S1P4 antag	BaF3 tox	S1P4 ag	zfTRPN1 agonist	Calpain2 inh	TRPML3 agonist
CCOC(=O)N/N=C/c1ccc(Oc2ccccc2)cc1	2	0.3	20	14	2	0.6	-2.6	-4	-0.2
O=C(CCl)NCCNC(=O)c1cc(OCC(F)(F)F)ccc1OCC(F)(F)F	5	-0.3	-2	-5	2	0.7	-0.7	-4	0.0
CCn1c(CNc2ccc(C)cc2C)nnc1SCC(=O)N1CCCc2ccccc21	-1	-0.6	-3	-1	2	2.5	-0.1	-9	0.5
CCCn1nc(-c2ccccc2)c2nc3ccccc3nc21	-3	0.3	38	-24	-1	2.7	1.2	-291	0.9
COc1ccc(-n2c(C)cc(C)c(C(C)=O)c2=S)cc1	1	-0.2	15	2	0	0.3	0.1	19	0.5
CCOc1ccc2c(c1)n([O-])c1c([n+]2=O)CCCC1	-3	1.6	-6	-20	1	0.3	0.9	2	0.8
CC(C)c1ccc(/C=C/C(=O)Nc2nc3ccc([N+](=O)[O-])cc3s2)cc1	-3	2.3	22	13	0	-1.1	1.0	-7	-0.5
CCN1/C(=C\C=C2\C(=O)N(c3ccccc3)C(=S)N2C)Sc2ccccc21	5	0.9	-4	-11	3	-1.0	-0.3	46	0.7
Cc1ccc2c(c1)Oc1ccc([N+](=O)[O-])cc1C(=O)N2	-7	0.1	-6	-11	-1	0.7	-0.8	6	0.0
COc1ccc(C2CC(c3cccs3)=NN2C(=O)CSc2nncs2)cc1OC (configuration not stated)	-1	0.2	2	-13	6	0.2	0.4	-6	0.8
O=C(c1ccco1)N1CCN(C(=O)c2cc3c(s2)-c2ccccc2OC3)CC1	-1	-0.6	-11	4	2	2.4	1.8	-487	0.7
COc1ccc(/C=C2\C(=O)NCC(=O)N2Cc2ccccc2)cc1	0	0.2	30	-11	3	-3.1	1.9	14	0.0
COC(=O)N/N=C/c1ccc(OS(=O)(=O)c2ccc(C)cc2)c(OC)c1	-2	1.1	-18	-1	-1	0.9	1.4	-10	0.0
CC1(C(=O)N2CC3(CC(c4ccccc4)=NO3)C[C@H]2C(=O)NCC(N)=O)CC1 (some centres not stated)	2	1.8	-1	7	3	-2.1	2.5	-14	1.1
CC(C)COc1ccc(Cc2cnc(N)nc2N)cc1	9	-0.6	9	-27	4	0.3	-0.5	-9	-0.1
O=C(N=C1c2ccccc2CN1c1ccc(F)c(F)c1)c1cccnc1	2	0.3	3	-11	6	2.2	-0.3	-20	-1.2
CC(C)(C)c1ccc(C(=O)Nc2ccc(NC(=O)c3ccco3)cc2)cc1	0	0.7	-52	-5	5	-0.7	0.2	-152	0.4
Cc1cccc(NC(=O)CSc2nnc(CNC(=O)c3ccc(S(=O)(=O)N(C)C)cc3)n2-c2ccc(F)cc2)c1	1	0.2	-31	-23	2	-0.7	-1.1	-13	0.8
COC(=O)Cn1c(=O)c2c(nc(Br)n2CC(=O)OC)n(C)c1=O	-1	0.6	5	2	-2	0.3	0.1	-8	0.5
COc1ccc(CNS(=O)(=O)c2ccc(F)c(C(=O)Nc3ccccc3OC)c2)cc1	-3	1.7	27	-13	1	0.2	0.3	-70	1.1
O=C1S/C(=C\c2ccc(N3CCOCC3)o2)C(=O)N1Cc1c(F)cccc1Cl	-2	0.0	5	1	4	-1.6	1.1	-23	1.1
COc1ccc(-c2nc(N)c(C#N)c(-c3cccnc3)c2C)cc1	-2	-1.7	-14	1	1	1.0	-0.8	-25	0.1
O=C(/C=C/c1ccccc1)N1CCN(Cc2nc3ccccc3c(=O)[nH]2)CC1	0	-1.1	13	2	3	0.1	-0.6	1	0.3
CCOCCCNC(=O)C1CCC(CNS(=O)(=O)c2ccc(OC)cc2)CC1 (configuration not stated)	0	0.6	15	0	6	-1.9	1.1	-14	0.6

Taken from above, 2 compounds:
SMILES	Ba/F3 V617F tox	PERK inhibitor	EP2 modulator	S1P4 antag	BaF3 tox	S1P4 ag	zfTRPN1 agonist	Calpain2 inh	TRPML3 agonist
COc1ccc(CNS(=O)(=O)c2ccc(F)c(C(=O)Nc3ccccc3OC)c2)cc1	-3	1.7	27	-13	1	0.2	0.3	-70	1.1
O=C1S/C(=C\c2ccc(N3CCOCC3)o2)C(=O)N1Cc1c(F)cccc1Cl	-2	0.0	5	1	4	-1.6	1.1	-23	1.1

Going on with the list:
SMILES	Ba/F3 V617F tox	PERK inhibitor	EP2 modulator	S1P4 antag	BaF3 tox	S1P4 ag	zfTRPN1 agonist	Calpain2 inh	TRPML3 agonist
C/C(=N/NC(=O)CNC(=O)CCc1ccccc1)c1ccc(Cl)cc1	-3	-1.5	2	-18	1	0.7	-1.8	-15	-1.8
COC(=O)c1ccc(C(=O)OC)c(NC(=O)CSCc2ccc(Cl)cc2)c1	1	1.3	33	16	4	1.0	1.4	6	0.7
COC(=O)CN(c1cc(C(F)(F)F)ccc1Cl)S(C)(=O)=O	0	2.3	0	-11	2	-0.5	-1.3	15	-0.6
COc1cc(C2Nc3c(F)cccc3C3C=CCC32)cc(Br)c1OC (configuration not stated)	2	-1.1	20	0	8	3.5	-0.5	5	-0.3
O=C(c1cccc(C(F)(F)F)c1)C1CCCN(C(=O)CCCN2CCCC2=O)C1 (configuration not stated)	2	0.2	7	-7	9	2.1	0.9	-6	0.9
NC(=O)c1ccc(-n2nc(C(F)(F)F)c3c2CCCC3)cc1	-2	0.5	11	-18	5	-1.1	-0.4	-26	-1.1
Cc1ccc(Cc2cnc(NC(=O)c3cccs3)s2)cc1	-1	-0.6	9	-12	-4	1.8	-1.9	36	0.0
CC(=O)c1cccc(NC(=O)N2CCN(S(C)(=O)=O)CC2)c1	-4	2.1	10	-18	0	0.4	2.1	1	0.3
O=C(Nc1cc(Oc2ccccc2)cc([N+](=O)[O-])c1)C12CC3CC(C1)CC(n1cnc(Cl)n1)(C3)C2	4	-0.2	-1	21	9	0.3	0.3	12	1.7
Cc1ccc(NNC(=O)C(O)(c2cccc(C(F)(F)F)c2)c2cccc(C(F)(F)F)c2)cc1	4	-0.9	34	4	7	0.5	-1.3	25	-0.6
COC(=O)c1sc(=S)n(-c2cc(F)ccc2F)c1N	1	-0.3	3	0	-1	-0.4	0.0	-23	0.9
O=C1N(Cc2cccnc2)C[C@@H]2C[C@@H](c3ccc4nonc4c3)N3CCC[C@@]123	0	0.1	10	-6	5	0.3	0.2	-10	0.7
Cc1ccc(-n2c(-c3cc(C)n(C)n3)n[nH]c2=S)cc1	4	0.4	21	3	8	-0.7	-0.3	22	-0.2
Cc1nnc(Oc2ccccc2)c2ccccc12	1	1.0	18	-12	8	-0.1	-1.0	5	-0.9
CC(C)OC(=O)c1cc(C(=O)c2cc(Cl)ccc2O)coc1=N	-1	1.1	-3	-2	1	-1.6	-1.3	-31	-0.8
COc1ccccc1N1C(=O)CC(Sc2n[nH]c(-c3cccc(C)c3)n2)C1=O (configuration not stated)	-1	0.5	8	-10	4	1.2	1.4	-5	0.2
CCc1ccccc1NC(=O)Cn1nnc(C(=O)NCc2cccs2)c1N	5	0.0	5	-10	12	1.8	0.6	-12	0.3
COCCn1c(SCC(=O)NC(=O)NCc2ccccc2)nc2ccccc21	1	-0.2	29	-20	4	-0.9	-0.2	-4	-1.1
O=C(Nc1ccccc1)N1CCN(Cc2ccc3c(c2)OCO3)CC1	-3	1.2	-13	-10	0	1.4	1.4	-10	0.5
COC(=O)c1[nH]c2cccc(OC)c2c1NC(=O)CN1CCN(c2cccc(OC)c2)C(C)C1 (configuration not stated)	1	-2.0	-31	-6	6	-0.1	3.1	-189	1.2
CCOC(=O)c1sc(NC(=O)C(CC)Sc2nccn2C)nc1C (configuration not stated)	3	-1.3	25	12	1	1.7	-0.7	26	0.2
CCCN(Cc1cc2cc(OC)ccc2[nH]c1=O)C(=O)c1ccco1	-3	-1.9	-10	-3	-1	-0.1	-0.1	-47	-0.1
O=C(C1CCCCC1)N1CCC(n2nnc3ccccc32)CC1	-1	-0.5	16	-36	4	1.0	-0.3	-12	0.1
O=C(CN(C(=O)CNC(=O)c1ccco1)c1ccc2c(c1)OCO2)NC1CCCCC1	-1	0.1	33&5	0	2	-2.3	-0.2	5	0.9
COc1cccc(N=Nc2c(N)[nH]n3c(=O)c4c(nc23)CCCC4)c1	-2	0.1	28	12	2	-1.5	-0.5	-91	-0.5
CN(CC(=O)N1CCc2[nH]c3ccc(F)cc3c2C1)CC1OCCO1	-3	-0.3	2	-3	4	0.5	1.1	-13	0.6
c1cc(CN2CCN(C3CCCCCC3)CC2)ccn1	5	-0.5	-13	-9	6	1.0	1.6	17	-0.2
O=C(NCc1cccnc1)c1cc(-c2ccco2)on1	-1	0.9	8	0	7	-0.8	0.4	-11	0.3
COC(=O)c1ccc(NC(=O)CCN2CCN(Cc3ccccc3)CC2)cc1	-6	-0.9	-6	-11	3	0.0	0.1	-4	1.4
COc1ccc(S(=O)(=O)Nc2ccc(F)c(Cl)c2)cc1OC	-3	1.3	-4	-15	8	-0.1	0.9	-3	-0.1
COc1ccc(/C(C)=N/N2C(=O)c3ccccc3NC2c2ccc(O)c(OC)c2)cc1 (configuration not stated)	-3	1.5	-22	4	-1	-0.5	0.2	8	1.8
CCn1nc(C(=O)OCC(=O)c2ccc3c(c2)OCCO3)c2ccccc2c1=O	-4	1.1	-20	-17	7	1.0	0.9	-17	0.5
S=C(NC1CCCCC1)N1CCn2cccc2C1c1ccncc1 (configuration not stated)	-1	0.1	-2	11	-1	-0.8	-0.3	0	0.7
Cc1ccc(-n2nnnc2-c2cnc3cc4c(cc3c2C)OCO4)cc1	-5	-0.2	-46	-11	2	0.2	0.0	-16	0.3
COc1cc(OC)c(NC(=O)CCNC(=O)Cn2ccc3ccccc3c2=O)cc1Cl	1	1.0	-30	-2	3	0.7	0.3	9	0.8
CN1CCN(CCCNC(=O)c2ccc(/C=C3\Sc4ccccc4N(Cc4ccc(F)cc4)C3=O)cc2)CC1	6	0.1	23	-7	7	23*	0.4	-105	0.6
Cc1ccc(NC(=O)CN2C(=O)C(C)Oc3ccccc32)nc1 (configuration not stated)	2	0.3	16	-12	7	1.8	0.3	9	-0.9
O=C(CCC(=O)Nc1ccccc1)NNC(=O)c1ccccc1Cl	-1	0.2	-6	-8	-2	1.5	0.2	-3	0.5
CCC(C)C(=O)Nc1ccc(OC)cc1OC (configuration not stated)	-1	0.1	4	4	6	-1.4	0.4	2	0.7
Cc1cc2oc(C(=O)Nc3cccnc3)c(C)c2cc1C	-2	0.9	-51	-2	0	0.1	1.1	-14	1.0
Cc1sc2nc(CN3CCOCC3)nc(N3CCOCC3)c2c1C	-5	-0.9	28	5	-2	2.6	-0.7	2	0.4
O=C(NCC1(c2ccccc2)CCOCC1)c1ccc(Br)o1	-2	0.3	-14	11	2	0.2	0.7	0	0.4
CCOC(=O)c1c(C2CC2)csc1NC(=O)COC(=O)c1cnc(Cl)c(Cl)c1	-2	1.1	45	-28	5	-0.8	0.1	21	0.3
CN(C)c1nc(OCCOC(=O)c2ccccc2)nc(N(C)C)n1	3	-1.2	17	-19	1	-0.3	0.5	23	-1.4
NC(=O)c1cn(-c2ccccc2)nc1-c1cc2ccccc2oc1=O	-2	-0.7	98*	-8	1	0.9	-0.1	-140	0.6
CCOc1ccc(CCNc2ccc3nnc(-c4ccccc4)n3n2)cc1OCC	-2	-1.4	33	2	8	0.2	-4.0	-39	-1.7

Hits appear at their usual frequency, and some 3.6% of all compounds hit somewhere here.
